XIAP displacement = small molecules displacing peptide from XIAP – biochemical, IAP family, fluorescence polarization (AID 1018); XIAP BIR domain, fluorescence polarization peptide displacement; higher % means a stronger effect; displacement, % at 20 µM; hits with a dose series show IC50 in µM; 200,000 compounds, 0.007% hits; in the data active means displacement above about 50%; further: a part of the inactive calls stands beside numbers as strong as those of hits
human PMI inhibitors = human PMI inhibitors, high substrate, primary screen, biochemical, fluorescence intensity, high mannose 6-phosphate (AID 1220). recombinant PMI enzyme, coupled fluorescence intensity; higher % means a stronger effect. one-dose inhibition, % at 20 µM; IC50 in µM for titrated hits. 190,000 compounds, 0.66% hits
P. falciparum M17LAP = P. falciparum M17LAP inhibitors, primary screen, biochemical, fluorogenic H-Leu-NHMec substrate, 1536-well (AID 1619). recombinant M17LAP, H-Leu-NHMec fluorogenic kinetic assay; higher % means a stronger effect. one-dose inhibition, % at 30 µM; IC50 in µM for titrated hits. 220,000 compounds, 0.38% hits;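 active means compound inhibiting the enzyme by more than half at any dose during confirmatory dose-response retesting; inconclusive means strong single-dose inhibitors picked by rank but not retested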;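 further: plate controls were full reaction with DMSO carrier for no effect and no enzyme background for full effect; strong numbers were not always called active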
M1AAP inhibition = malaria alanyl aminopeptidase activity blockers – biochemical, fluorogenic H-Leu-NHMec substrate, 1536-well (AID 1445). 220,000 compounds, 0.42% hits. recombinant M1AAP, H-Leu-NHMec fluorogenic kinetic assay; higher % means a stronger effect. inhibition, % at 30 µM; hits with a dose series show IC50 in µM;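 active means primary inhibition above the hit cutoff, then over 50% inhibition at one or more dose response concentrations, cut at about 23% in these data, passing the limit was not always enough; inconclusive means conflicting primary data, or primary hits not chosen for dose response; inactive means low primary inhibition, or under 50% at every dose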;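 further: plate controls were DMSO full reaction for no effect and no enzyme background for full effect; strong numbers were not always called active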
UTI89 phage lysis = protection from phage-mediated lysis, alamar blue read-out – E. coli UTI89, K1F phage, bacterial capsule biogenesis inhibitors (AID 488966); E. coli UTI89 K1F phage lysis, alamar blue, 2 h; higher % means a stronger effect; inhibition, % at 100 µM, or IC50 in µM where a hit was titrated; 340,000 compounds, 0.02% hits;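 active means phage lysis inhibition, versus mean bacterial control, above a set limit; inconclusive means no clear call, values can overlap the other calls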;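 further: capsule biogenesis inhibitors block K1F phage lysis so surviving cells raise fluorescence; higher fluorescence means more inhibition of phage lysis; actives were called in the ten point dose series up to 300 µM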
human PMI inhibition = MPI enzyme activity inhibition – biochemical, fluorescence intensity, coupled assay, primary screen (AID 1209); purified PMI enzyme, coupled fluorescence intensity; higher % means a stronger effect; inhibition, % at 20 µM, or IC50 in µM where a hit was titrated; 190,000 compounds, 0.42% hits;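 further: plate controls were DMSO vehicle for no effect and wells lacking substrate for full effect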
TNAP activators = stimulation of alkaline phosphatase TNAP activity – biochemical, luminescent, no phosphate acceptor, uHTS, primary screen (AID 1001) | one-dose activation fold at 20 µM; EC50 in µM for titrated hits | 200,000 compounds, 0.03% hits | purified TNAP, luminescent activation assay, no phosphate acceptor; higher activation fold means a stronger effect; in the data active means activation fold from about 3, or a potency from the dose series; inactive means the rest, 99 in 100 with activation fold below about 1.6; further: many of its hits are not listed in these tables
Lipid droplet = modulators of hepatic lipid droplet formation; AML12 mouse hepatocytes, oleate lipid droplets, BODIPY imaging; AID 1656; 240,000 compounds, 0.4% hits; inhibition, % at 6.5 µM;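 active means lipid droplet intensity inhibited by at least 50%, with more than 500 cells counted; inconclusive means wells with under 300 cells, treated as cytotoxic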
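Material – mouse AML12 hepatocyte cell line, fixed after treatment · Compound dosing – one dose, 6.5 µM compound · Times – compound with oleate, overnight · Measured by – Image-based BODIPY and DAPI two-channel analysis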
SIAH1 antagonists = Siah-1 peptide-binding antagonists, primary screen, biochemical, fluorescence polarization, rhodamine-plectin, uHTS (AID 1817); Siah-1 / rhodamine-plectin peptide fluorescence polarization; higher % means a stronger effect; one-dose displacement, % at 20 µM; IC50 in µM for titrated hits; 290,000 compounds, 0.02% hits;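 active means displacement of at least 50% at 20 µM, with a fluorescence ratio check between 0.3 and a set limit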;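 further: plate controls were Siah plus tracer with DMSO for no effect and tracer alone without Siah for full effect; strong numbers were not always called active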
Lipid droplet cells 6.5 µM = recorded beside Lipid droplet, whose call it bears; cell count; measured here: cell count, cytotoxicity flag;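 cells counted across two imaged fields per well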
The depositor's hits bear a star; u = inconclusive; x = not tested or not shown; & = joins results of further samples; [ ] = dose if it differs, or a comment. Unless noted, no stated cut-off is given here; in the data, active means inhibition above about 50%; inactive means the rest. Hits appear at their usual frequency; 1.9% or so of the library scored in one or more.

mol	XIAP displacement	human PMI inhibitors	P. falciparum M17LAP	M1AAP inhibition	UTI89 phage lysis	human PMI inhibition	TNAP activators	Lipid droplet	Lipid droplet cells 6.5 µM	SIAH1 antagonists
Cc1ccccc1NC(=S)N1CCOCC1	-5.1%	-2%	5%	0%	0.1%	9%	1.1	16	618	-3%
O=C(Nc1cc(C(F)(F)F)ccc1N1CCCCC1)c1ccco1	-2.1%	0%	-6%	12%	0.3%	0%	1.1	-9	784	1%
O=C(O)CSc1ncnc2c1sc1nc(-c3ccccc3)c3c(c12)CCC3	x	x	18%	18%	-0.4%	x	x	-10	696	1%
Cc1ccc(NC(=O)Cc2n[nH]c(=S)n2C)cc1	6.6%	-2%	3%	-5%	0.1%	-13%	1	14	744	0%
COCC(C)n1c(C)cc(C(=O)COC(=O)C2=NN(c3ccccc3)C(=O)CC2)c1C (stereo not given)	-5.7%	-4%	-1%	3%	0.3%	-3%	1.1	21	677	1%
COc1ccc(CC(=O)N2CCOCC2)cc1	-7.8%	-14%	-10%	-8%	0.7%	-20%	1	6	741	-3%
CC1CC(C)(C)NC(=S)O1 (stereo not given)	-3.1%	-4%	-3%&-3%	1%&1%	-0.5%[50 µM]	0%	1	-5&5	694&657	6%&5%
Cc1ccc(-n2nnnc2-c2ccccc2)cc1	-3.1%	-12%	14%	2%	0.1%	-25%	1.1	3	677	-4%
Cc1cc(C)n2nc(SCCC(=O)NCCc3ccccc3)nc2n1	-6.2%	-13%	7%	2%	3.3%	-14%	0.8	13	782	0%
Cc1ccc(Cl)cc1NC(=O)c1cc2ccccc2cc1O	x	x	9%	13%	0.6%	x	x	-26	655	40%
O=C(CN1CCN(CC(=O)Nc2ccccn2)CC1)Nc1ccccn1	-5.2%	-13%	0%	4%	0.5%	-4%	1	7	800	2%
C=CCNC(=S)Nc1cccc2ccccc12	-1.8%	14%	-3%	3%	3.1%	19%	1	0	689	-3%
c1ccc(-c2nc(-c3cccs3)[nH]c2-c2ccccc2)cc1	-4.7%	1%	2%	20%	-1.5%	1%	1.1	x	x	-4%
Cc1ccc(C)c(N(CC(=O)NCc2ccc3c(c2)OCO3)C(=O)CCC(=O)Nc2ccccn2)c1	0.5%	4%	1%	5%	-0.2%	2%	1.1	x	x	3%
COC(=O)COc1ccc(NC(=O)Cn2nc(-c3ccccc3)c3ccccc3c2=O)cc1	-1.7%	-10%	-1%	6%	0.3%	10%	1.1	2	710	2%
CCN(CC)S(=O)(=O)c1cccc(S(=O)(=O)N2CCCCC2)c1	-6.2%	-2%	3%	11%	0.3%	7%	1.1	4	759	-3%
OCCN1C[C@H](O)[C@@H](O)[C@H](O)[C@H]1CO	-3.6%	-5%	2%	0%	x	-3%	1.1	9	709	11%
O=C(NCCc1ccc(F)cc1)c1cccs1	-2.4%	-16%	17%	-7%	2.1%	-18%	1.1	-13	691	12%
O=C(CN(C(=O)Cn1nnc(-c2cccs2)n1)c1ccc2c(c1)OCCO2)NCC1CCCO1 (stereo not given)	-2.1%	5%	5%	-3%	-0.3%	4%	1.1	9	716	2%
Nc1nc(-c2ccco2)c(-c2ccco2)s1	-1.3%	19%	33%	16%	0.5%	-18%	1.1	x	x	25%
O=S(=O)(c1ccc(Cl)c(S(=O)(=O)N2CCCC2)c1)N1CCCC1	-2.9%	x	6%	-2%	-0.2%	x	1	-8	650	0%
CCCCNC(=O)C1CC(c2cccc(F)c2)=NO1 (stereo not given)	x	x	-4%	2%	2.8%	x	x	-11	775	-2%
COc1ccc(-c2nn(-c3ccccc3)cc2C(=O)OCC(=O)c2ccc(C)c([N+](=O)[O-])c2)cc1	-5.2%	4%	4%	-3%	0.1%	17%	1.1	9	653	1%
CN(C)c1nc(C(=O)NN)nc(N(C)C)n1	-6.9%	3%	5%	11%	0.2%	7%	1	-12	763	-4%
COc1cccc2cc(S(=O)(=O)c3ccc(C)cc3)/c(=N/NS(=O)(=O)c3ccc(C)cc3)oc12	-5.6%	15%	-1%	7%	0.3%	-6%	1	-30	691	6%
COC(=O)C1=C(C)OC(N)=C(C#N)C1c1cc(OC)c(OCC(N)=O)cc1Cl (stereo not given)	-2.7%	29%	-5%	14%	0.1%	9%	1.1	x	x	-7%
Cc1nnc2ccc(-c3cccc(NC(=O)c4ccc(Br)o4)c3)nn12	-1.1%	-2%	-8%	6%	3.0%[50 µM]	-6%	1.1	-4	685	2%
Cc1cccn2c(=O)c3cc(C#N)c(=O)n(CCCN4CCOCC4)c3nc12	-3.6%	-19%	-315%	u	-0.1%	-11%	1.1	-8	701	0%
O=C(CN1CCN(C/C=C/c2ccccc2)CC1)Nc1ccc(F)cc1F	-4.7%	-1%	24%	4%	0.6%	-7%	1	0	730	0%
CCN(CC)S(=O)(=O)c1ccc(NS(=O)(=O)c2cccc(C)c2)cc1	-1.4%	-1%	2%	4%	-0.3%	3%	1.2	x	x	0%
CCN(CC)CCNC(=O)c1ccc(NC2=NC3CS(=O)(=O)CC3S2)cc1 (stereo not given)	-1.2%	-2%	5%	-1%	3.1%	1%	1.1	x	x	-1%
CC(C)(C)c1ccc(-c2nc(-c3ccncc3)no2)cc1	-3.5%	-1%	-10%	9%	1.8%	0%	1	-8	721	4%
C[C@@H](CO)NC(=O)c1ccc2c3n(nc2c1)-c1ccccc1CO3	x	x	-12%	4%	0.0%	x	x	x	x	0%
CCOc1ccc2c(c1)C(c1ccc(C)cc1)=NNC(c1ccc(OC)cc1)=N2	-3.8%	8%	4%	16%	-0.7%[50 µM]	11%	1	4	758	5%
COc1ccc(C(=O)NC2CCCCC2)cc1S(=O)(=O)N1CCCC1	-6.2%	-4%	2%	-2%	2.3%	-8%	1	x	x	-5%
O=C(Nc1ccc(Br)cc1)C1CC=CCC1C(=O)OCC1CCCO1 (stereo not given)	-4.4%	6%	12%	4%	0.3%	1%	1.2	16	799	2%
O=C(Cn1cc(C(F)(F)F)ccc1=O)N1CCN(S(=O)(=O)c2ccccc2)CC1	0.6%	-2%	-7%	2%	0.9%	2%	1.1	x	x	6%
C=CCNc1nc(-c2ccccc2)nc(-n2ccnc2)n1	-6.4%	11%	-2%	3%	0.5%	3%	1	x	x	1%
CCOC(=O)c1ccc(NC(=S)NC2CCCC2)cc1	-3.2%	-1%	6%	4%	5.1%	-7%	1.1	2	565	4%
COc1ccccc1NC(=O)COc1ccccc1	-20%	0%	17%	2%	1.1%[50 µM]	1%	1.1	0	779	3%
Cc1ccc(-c2nc3cccnc3s2)cc1NS(C)(=O)=O	-6.2%	-19%	3%	8%	2.7%	-25%	1.2	2	723	5%
C(=C\c1ccccc1)/CSc1ccccn1	-6.5%	4%	-3%	1%	0.2%	-1%	1.1	-19	643	2%
CC(=O)NC(CCS(C)(=O)=O)C(=O)Nc1cccc(Cl)c1Cl (stereo not given)	-1.7%	19%	-2%	6%	1.0%	20%	1.1	1	668	4%
Fc1ccccc1N1CCN(C2CCN(Cc3c[nH]c4ccccc34)CC2)CC1	-0.4%	12%	x	x	0.4%	9%	1.1	x	x	0%
O=c1oc(-c2cccs2)nc2sc3c(c12)CCCCC3	-0.2%	8%	x	x	0.2%	0%	1.1	x	x	1%
Cc1ccc(C(=O)CSc2nc(C)cc(=O)[nH]2)cc1	-2.3%	-4%	9%	2%	-0.2%	1%	1.1	x	x	0%
CC(=NCCc1ccccc1)C1=C(O)C(c2ccccc2)OC1=O (stereo not given)	-6.9%	4%	4%	3%	0.2%	6%	1.1	9	695	21%
COc1ccc(-c2cc(C(F)(F)F)c(C#N)c(SCC(=O)O)n2)cc1OC	x	x	-15%	4%	x	x	x	1	808	21%
CN(C)S(=O)(=O)c1ccc(-c2csc(-c3cccnc3)n2)cc1	-5.1%	-2%	-2%	-2%	0.1%	3%	1.1	15	680	2%
O=c1c2cc(Cl)ccc2[nH]c(=S)n1Cc1ccccn1	-5.5%	4%	14%	6%	1.6%[50 µM]	-6%	1	-2	621	-4%
CC(O)c1nc2ccccc2n1C/C=C/c1ccccc1 (stereo not given)	4.9%	9%	-4%	1%	0.1%	11%	1	-25	658	1%
CCn1ncc(/C=C/C(=O)NCc2cn(C)nc2C)c1C	-4.1%	0%	6%	7%	5.0%	6%	1	x	x	1%
CC(=O)C1=C(O)C(=O)N(CCc2c[nH]c3ccccc23)C1c1cccc(O)c1 (stereo not given)	-4.7%	-2%	24%	14%	-0.3%	2%	1.1	-3	713	2%
CCOCC(=O)N1CCC(Cc2ccccc2)CC1	-6.2%	-7%	4%	6%	x	-10%	1.1	11	736	1%
O=c1[nH]ncc2c3ccccc3n(Cc3cccc(Cl)c3)c12	-2.7%	5%	0%	9%	-1.2%	-9%	1.3	x	x	11%
O=C1c2cccc3c(O)ccc(c23)C(=O)N1Cc1ccco1	0.9%	64%*	15%	11%	0.2%	22%	1	0	685	26%
C/C(=N\N=C\c1cccc(F)c1)c1nnn(-c2nonc2N)c1C	1.1%	0%	-9%	7%	0.8%[50 µM]	8%	1.1	-1	625	16%
OCCN1CN=C(Nc2nc3ccccc3s2)NC1	-8.5%	5%	7%	-2%	0.1%	9%	1	6	777	-1%
Cc1ccc(/C=C/C(=O)N2CCN(S(=O)(=O)c3ccc(C)c(C)c3)CC2)o1	-6.7%	8%	13%	-1%	1.5%	5%	1.1	-1	622	0%
O=C(Nc1ccc(C(F)(F)F)cc1)c1ccccc1Br	-1.8%	8%	-1%	-2%	2.6%	5%	1.1	2	771	6%
CC(C)CNC(=S)Nc1ccccc1F	-10%	-14%	-5%	1%	0.6%	-4%	1	-3	697	-2%
COc1ccc(NS(=O)(=O)c2cc(NC(=O)C3CC3)ccc2N2CCCCC2)cc1	-5.8%	7%	-4%	3%	0.4%	12%	1.4	6	655	3%
CON(C)c1nc(OCCNC(=O)COc2ccc(Cl)cc2C)nc(N(C)C)n1	-1.9%	6%	6%	0%	3.1%	4%	1	x	x	-1%

Bioassay records from PubChem BioAssay.
